Screening data from PubChem BioAssay.
HIV peptide binding: inhibitors of HIV fusion peptide binding, primary screen, biochemical, uHTS, fluorescence dequenching (AID 1986) | cell-free peptide binding, fluorescence dequenching, 30 min; higher % means a stronger effect | inhibition, % at 20 µM; hits with a dose series show IC50 in µM | 0.3% of 290,000 active; in the data active = inhibition mostly above about 52%, no sharp cut-off; inactive = mostly below about 76%; note: some results filed as inactive read as strong as hits
AID2073: inhibitors of Mint1-CaV2.2 protein interaction, biochemical, HTRF (AID 2073); HTRF protein-protein interaction, Mint1-CaV2.2; higher % means a stronger effect; inhibition, % at 20 µM, or IC50 in µM where a hit was titrated; 0.19% of 290,000 active; in the data active = inhibition mostly above about 51%, no sharp cut-off; note: some results filed as inactive read as strong as hits
Autophagy mod: autophagy modulators in MEF cells, primary screen, imaging, high-content, MEF GFP-LC3; MEF GFP-LC3 puncta imaging; test concentration mostly 10 µM; calls only at 10 µM (by protocol); 0.98% of 190,000 active; AID 463193, 2010;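 active = percentage of spot-positive cells more than 3 SD above its plate mean, without a fluorescence outlier flag or 80% toxicity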;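 note: spot-positive cell cutoff set from DMSO-treated cells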
bCat nuc transl: modulators of beta-catenin nuclear translocation, primary screen, imaging, HeLa cells, immunofluorescence, high-content | 0.3% of 190,000 active | nuclear translocation activity, % at 5 µM | AID 1665, 2009;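 active = nuclear translocation activity above 50% at 5 µM, with a well cell count of 50 or more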;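 note: per-cell ratio of nuclear to cytoplasmic median beta-catenin stain intensity; plate controls were DMSO negative control for no effect and GSK-3 inhibitor IX positive control for full effect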
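Test system: HeLa cells, endogenous beta-catenin; Compound: single 5 µM dose plus 0.02–20 µM confirmation series; Times: compound exposure 24 h at 37°C; Signal: fluorescence imaging of beta-catenin antibody stain plus DAPI; Read-out: % activation, nuclear-to-cytoplasmic median beta-catenin signal ratio per cell.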
Dynein transport: inhibitors of GR-EGFP nuclear translocation, primary screen, dynein cargo transport inhibitor project, imaging, high-content, 3617.4 mouse cells; test concentration mostly 20 µM; stimulated with dexamethasone, 1 µM; stronger effect = lower value; z-score, hits read low; 0.47% of 220,000 active; AID 1381, 2008;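 active = plate z-score of nuclear minus cytoplasmic receptor signal below a set negative limit, without overly bright fluorescence or cell loss, cut at about -3.5 in these data, passing the limit was not always enough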;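 note: z-score of nuclear minus cytoplasmic ring GR-EGFP intensity difference per well; some compounds called inactive have numbers as strong as hits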
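medium = tetracycline-free induction medium containing charcoal-stripped FBS | also added = 1.0 µM final dexamethasone stimulus | schedule = 48 h induction, 1 h compound, 30 min dex at 37 °C | technique = fixed, Hoechst-stained cells imaged at 10x for EGFP | measure = GR-EGFP nuclear translocation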
Yfh1-off respiration: enhancers of respiration in Yfh1-depleted yeast, dose response, Friedreich's ataxia, plus single-dose screen (AID 1465); S. cerevisiae Yfh1-off respiration, WST-1 reduction, 72 h; higher fold induction means a stronger effect; fold induction at 50 µM, or EC50 in µM where a hit was titrated; 0.074% of 220,000 active;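 active = fold induction of absorbance versus untreated yeast above a set limit, then at least 30% activation at any dose in follow-up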;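 note: activators that raise dye reduction in frataxin-depleted yeast; strong numbers were not always called active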
WT yeast gro inh: growth inhibition of WT strain, primary screen, mitochondrial fusion inhibitor project, WT and mutant strains, chemical genetic; inhibition, % at 10 µM; AID 1362, 2008; mitochondrial fusion phenotypic screen; 2.1% of 190,000 active; in the data active = inhibition above about 58%; tested in S. cerevisiae
MT stabilizer: microtubule stabilizers in HeLa cells, primary screen, imaging, high-content imaging; HeLa tubulin immunostaining HCS, 24 h; share of cells brighter than vehicle mean+2SD; % tubulin-high responders, % at 10 µM; 0.83% of 200,000 active; AID 2205, 2009;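 active = plate Z-score above 3 for both tubulin-high and condensed-nucleus cell shares, with cell loss under 80%, at 10 µM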;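 note: anti alpha tubulin signal scored within the nucleus-defined area of each cell; some results filed as inactive read as strong as hits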
Ins promoter up: insulin promoter activators in MIN6 cells, imaging, high-content screening, mouse beta cells; AID 1625, 2009; 0.3% of 190,000 active; z-score at 5 µM; MIN6 insulin promoter-GFP reporter; stronger effect = higher value;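 active = z-score above 3 at 5 µM with at least 500 cells counted in the well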
WT yeast gro inh mutant strain: further read-out of WT yeast gro inh, marked with its call; inhibition, %; mitochondrial fusion phenotypic screen, mutant strain inhibition
Dynein transport cytoplasmic EGFP: recorded beside Dynein transport, whose call it bears; z-score; measured here: cytoplasmic GR-EGFP intensity; stronger effect = higher value
Dynein transport nuclear GR-EGFP: further read-out of Dynein transport, marked with its call; z-score; measured here: nuclear GR-EGFP intensity;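 lower value marks the stronger effect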
Dynein transport cell count: also measured in Dynein transport; calls as there; z-score; measured here: cell count per field
Ins promoter up cell count: also measured in Ins promoter up; calls as there; cell count; measured here: cytotoxicity, nuclei count;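 total cells summed across four imaged fields per well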
bCat nuc transl cell count 5 µM: also measured in bCat nuc transl; calls as there; cell count; measured here: cell count, cytotoxicity flag
MT stabilizer Hoechst-high %: also measured in MT stabilizer; calls as there; % Hoechst-high responders; measured here: nuclear condensation Hoechst responders;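 share of cells brighter than vehicle mean plus two SD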
MT stabilizer cytotoxicity %: recorded beside MT stabilizer, whose call it bears; toxicity, %; measured here: cytotoxicity by cell density;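 0% = mean cell density of plate MIN control wells and 100% = no cells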
Autophagy mod cell loss 18 h: recorded beside Autophagy mod, whose call it bears; toxicity, %; measured here: cell loss, nuclei count;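 cell loss after 18 h compound exposure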
* = called active by the depositor; i = inactive; . = no result given; + = active, no number.

SMILES	HIV peptide binding	AID2073	Autophagy mod	Autophagy mod cell loss 18 h	bCat nuc transl	bCat nuc transl cell count 5 µM	Dynein transport	Dynein transport cytoplasmic EGFP	Dynein transport nuclear GR-EGFP	Dynein transport cell count	Yfh1-off respiration	WT yeast gro inh	WT yeast gro inh mutant strain	MT stabilizer	MT stabilizer Hoechst-high %	MT stabilizer cytotoxicity %	Ins promoter up	Ins promoter up cell count
COc1ccc(-c2csc(NC(=O)c3ccccc3NS(=O)(=O)c3ccc(F)c(F)c3)n2)cc1	65%*	39%	i	22	-3.9	760	1.2	-0.29	1.3	-1.8	i	87*	85*	8.0	2.4	3.7	-5	806
O=C1NC(=O)c2cc(NC(=O)C3CCCO3)ccc21 (stereo not drawn)	2.2%	10%	i	0	.	.	2.6	-0.24	1.4	-1.1	i	0	0	3.5	2.7	1.9	-0.18	995
COc1ccnc(Oc2ccc3ccccc3c2)c1C#N	-0.8%	9%	i	11	1.9	1373	0.73	-0.17	0.19	0.16	.	-8	-5	1.3	1.5	6.8	-0.69	784
CCOc1ccc(CCNC(=O)C(CCC(N)=O)NC(=O)OCc2ccccc2)cc1OCC (stereo not drawn)	-1.4%	6%	i	12	5.5	920	-0.8	0.6	-0.2	0.53	i	-4	4	1.2	1.7	6.7	1	1641
O=C1NC[C@H](Cc2ccccc2)N(CCc2cccc(F)c2)C1=O	-1.1%	9%	.	.	-1.0	1424	0.96	-0.8	0.62	-0.25	i	.	.	.	.	.	0.58	1006
COc1ccc(C2=NN(c3ccccc3)C(=O)/C2=C\c2ccc(O)c(OC)c2)cc1	48%	13%	i	19	-1.3	1154	0.087	-0.26	-0.29	1.5	i	11	5	3.3	0.9	1.6	1.1	1169
Cc1nn2c(SCC(=O)c3cccs3)cc(C(C)(C)C)nc2c1-c1ccccc1	56%	16%	i	7	-2.0	1097	0.96	-0.18	1.2	-1.9	i	2	-15	3.3	1.6	8.3	-0.34	1520
CC(=O)N/C(=C\c1ccccc1)C(=O)NC(C)C(=O)O (stereo not drawn)	-1.4%	-2%	i	1	-2.4	1044	0.083	-0.26	-0.25	0.99	i	3	8	4.6	1.8	1.2	0.16	1644
Nc1ccc(Oc2cccc(Oc3ccc(N)cc3)c2)cc1	-0.3%	-8%	i	-1	1.1	1093	-0.47	-0.33	-0.48	0.15	i	25	20	1.3	2.0	8.0	0.03	1244
Cc1c(C(=O)O)[nH]c2c1C(=O)CC(c1ccccc1)C2 (stereo not drawn)	0.1%	-4%	i	-3	-0.4	1088	-0.77	0.59	-0.074	0.81	i	-7	13	2.6	1.9	6.7	1.4	1291
CN(C)CCCN1C(=O)C(=O)/C(=C(/O)c2ccc3c(c2)OCCO3)C1c1ccco1 (stereo not drawn)	-1.4%	-5%	.	.	3.8	1143	.	.	.	.	.	.	.	.	.	.	0.02	1013
COc1ccc(-c2nnc(CSc3nnc(-c4ccncc4)n3C3CCCCC3)o2)cc1OC	-2.1%	-2%	i	-46	6.9	1206	0.77	-0.2	0.79	-0.0023	i	-45	-14	4.5	1.5	7.5	0.33	1250
Cc1cc(C)c2ccc3c(C)c(C)nc3c2[nH]1	-1.1%	12%	+	-3.1*	5.4	1020	-0.4	2.6	0.34	-0.47	i	48	55	6.5	11	5.8	-0.77	724
Cn1cc(CCC(=O)NCc2ccc3c(c2)OCO3)c2ccccc21	0.2%	-2%	i	32	.	.	-0.7	0.11	-0.11	0.64	i	8	5	2.4	1.0	2.7	0.14	881
COc1cccc(NC(=O)CN(c2cccc(OC)c2)S(C)(=O)=O)c1	-0.4%	-10%	i	-26	0.9	1507	-0.42	-0.21	-0.33	-0.43	i	-1	-10	2.3	2.4	5.3	0.35	1504
CC1(C)Cc2c(c(N3CCCCC3)[nH]c(=S)c2C#N)CS1	-1.3%	14%	i	-48	1.5	1102	-1.5	-0.26	-0.68	0.96	i	6	-1	2.0	1.7	6.0	-0.21	1309
Oc1ccc(-c2nccc(-c3cccs3)n2)cc1	1.6%	18%	i	2	.	.	-0.24	-0.031	-0.37	0.61	i	-2	8	1.6	1.8	1.0	.	.
CNCCCc1[nH]nc(N)c1C#N	.	.	i	-14	.	.	-0.2	-0.22	-0.015	0.18	i	13	18	2.0	2.1	8.5	.	.
O=C1CC(c2ccccc2)C(C(=O)O)N1 (stereo not drawn)	-2.4%	-5%	.	.	.	.	-0.64	-0.2	-0.31	-0.041	i	15	8	5.4	1.8	7.2	-0.13	1003
CCCCC(=O)Nc1ccc(NC(=O)c2cccnc2)cn1	0.8%	-2%	i	-1	-3.6	1214	0.28	-0.13	-0.099	0.14	i	10	3	2.5	1.1	5.5	-0.25	1189

As entered above:
Cc1c(C(=O)O)[nH]c2c1C(=O)CC(c1ccccc1)C2 (stereo not drawn) in Dynein transport cytoplasmic EGFP reads 0.59
Nc1ccc(Oc2cccc(Oc3ccc(N)cc3)c2)cc1 in MT stabilizer cytotoxicity % reads 8.0
COc1ccc(-c2csc(NC(=O)c3ccccc3NS(=O)(=O)c3ccc(F)c(F)c3)n2)cc1 in bCat nuc transl cell count 5 µM reads 760

(next part)
SMILES	HIV peptide binding	AID2073	Autophagy mod	Autophagy mod cell loss 18 h	bCat nuc transl	bCat nuc transl cell count 5 µM	Dynein transport	Dynein transport cytoplasmic EGFP	Dynein transport nuclear GR-EGFP	Dynein transport cell count	Yfh1-off respiration	WT yeast gro inh	WT yeast gro inh mutant strain	MT stabilizer	MT stabilizer Hoechst-high %	MT stabilizer cytotoxicity %	Ins promoter up	Ins promoter up cell count
CC(=O)Nc1ccc(S(=O)(=O)N2CCCN(S(=O)(=O)c3ccc(C)cc3)CC2)cc1	4.9%	1%	i	-9	0.0	1353	0.3	-0.2	0.31	-0.037	i	-33	15	2.2	2.8	6.0	-0.13	1264
COc1cccc(CC2(CO)CCCN(Cc3cn[nH]c3-c3ccc(F)cc3)C2)c1 (stereo not drawn)	0.4%	-17%	i	2	2.6	1049	0.026	-0.23	0.2	-0.05	i	10	2	4.5	1.2	10	-0.65	1332
CC(=O)Nc1cccc(NC(=O)c2sc3ncn(CC(=O)N4CCCCC4)c(=O)c3c2C)c1	-0.5%	0%	i	-10	-1.5	1092	1.5	-0.077	1.4	-1	i	8	12	4.9	2.0	9.0	0.75	1061
CN(C)Cc1ccccc1Cc1ccccc1	-0.3%	-4%	i	-1	-3.7	546	-0.71	-0.32	-0.67	0.77	i	-19	-2	1.7	2.7	3.8	0.05	1276
CC(=O)c1ccc(NC(=O)c2ccc(CNc3c(N4CCCC4)c(=O)c3=O)cc2)cc1	1.0%	-5%	.	.	-4.1	1173	-0.025	-0.016	-0.24	0.012	i	.	.	.	.	.	-0.25	1388
COc1ccccc1CNC(=O)COC(=O)Cc1cccs1	-0.3%	-9%	i	-13	-1.7	1099	0.48	-0.34	0.42	0.52	i	14	10	2.5	2.8	4.7	0.3	1321
COc1ccc([C@@H]2Sc3ccccc3N(CCN(C)C)C(=O)[C@@H]2OC(C)=O)cc1	-0.9%	0%	i	10	.	.	-0.23	-0.15	0.39	0.42	i	-11	-12	4.2	2.0	1.2	.	.
CCN(CC)C(=O)N1CCN(C)CC1	0.8%	-4%	.	.	-1.5	1115	.	.	.	.	i	10	12	.	.	.	-0.05	1452
N#C/C(=C/c1cccs1)c1nc2ccccc2[nH]1	-0.6%	2%	i	-4	.	.	-0.98	-0.11	-0.018	0.79	i	2	7	1.8	2.2	3.8	-0.2	1089
CCCN1CCC(N2CCN(c3ccccc3OC)CC2)CC1	6.7%	-2%	.	.	-6.3	945	.	.	.	.	.	.	.	.	.	.	0.62	1074
COC(=O)C(NC(C)=O)(Nc1cccc(C)n1)C(F)(F)F (stereo not drawn)	-1.0%	9%	.	.	-1.8	1175	-1.4	-0.18	-0.69	1.3	i	.	.	.	.	.	0.24	1411
CC1CCN(c2ccc(/C=N\Nc3nncn3N)cc2[N+](=O)[O-])CC1	-2.5%	-9%	i	2	-1.3	1103	-0.43	-0.33	-0.45	0.35	i	-5	-12	1.9	1.7	5.1	-0.2	1385
CCNC(=S)N/N=C/c1cc(C)ccc1C	-1.8%	-4%	i	2	3.3	1048	0.22	-0.25	0.3	-0.37	i	19	10	2.9	3.2	5.2	-0.03	1610
c1ccc(-n2ncc3c(N4CCN(c5ccccn5)CC4)nc(N4CCCCCC4)nc32)cc1	-3.3%	1%	i	-4	6.8	482	3.4	0.1	1.8	-1.9	i	22	27	5.9	2.6	7.3	4.1*	861*
COC(=O)CN(n1cnnc1)S(=O)(=O)c1ccccc1	-1.1%	2%	i	-28	-4.6	1041	-0.71	-0.2	-0.15	0.43	i	7	-4	4.0	2.3	6.7	0.7	1132
COc1cc2cc(CN(Cc3cccnc3)C(=O)NCc3ccccc3)c(=O)[nH]c2cc1OC	-2.4%	-2%	i	-3	-1.7	1132	-0.7	-0.17	-0.084	-0.17	i	15	-1	5.4	3.2	9.5	0.41	792
O=C(NCc1cn2ccccc2n1)c1ccccc1	1.3%	-2%	i	7	-8.1	988	0.74	0.71	1.4	-0.84	i	12	18	4.1	3.2	6.4	0	1640
COc1ccc(N(CC(=O)Nc2cc(Cl)ccc2OC)S(=O)(=O)c2c(C)noc2C)cc1	4.4%	13%	i	37	-0.4	944	-0.89	-0.35	-0.34	-0.1	i	3	-21	16*	25*	63*	-1.7	949
